From PubChem BioAssay
IL-1B inflam inh = inflammasome signaling inhibition, IL-1 beta readout; THP-1 LPS/ATP IL-1B secretion, AlphaLISA, 16 h; hits give low values; activity change, % at 57.5 µM; actives 4.7% (n = 360,000); AID 743279; in the data active = activity change below about -50%; inconclusive = mostly about -30% to -49%; note: % is set by controls: 0 for no effect and ±100 for the full control effect
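THP-1 cells pretreated 1 hr with compounds (up to 57.5 uM final), then stimulated with LPS (250 ng/mL final) plus ATP (1.25 mM final); secreted IL-1B measured by AlphaLISA after 16 hr, decreased signal indicating inhibition.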
A549 viability = kills or reduces viability of A549 cells in Nrf2 counter-screen. Potency, µM (titrated, usually from 46 µM), for the others: at the highest dose activity change, negative = cytotoxicity, actives largely listed as inhibitors. A549 ARE-Fluc cells, CellTiter-Fluor viability, 18-24 h. actives 0.16% (n = 390,000); note: potency is the fitted concentration of half-maximal effect; % is set by controls: 0 for no effect and ±100 for the full control effect
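A549 ARE-Fluc cells in 5% FBS OPTI-MEM, 5000 cells/well, rested 2 h then exposed to compounds in concentration-response for 18-24 h at 37 °C. Viability by CellTiter-Fluor fluorescence (Ex 405/Em 525) after 30 min; luciferase luminescence (BugLite, 15 min, RT) read afterwards.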
HepG2 tox = kills HepG2 cells in TGF-b inhibitor counter-screen. HepG2 CAGA-GFP viability, ATP luminescence, 18 h. Potency, µM (series often up to 46.1 µM), inactives show at the top dose activity change, negative = cytotoxicity, usual class: cytotoxic. actives 0.76% (n = 410,000); note: potency is the fitted concentration of half-maximal effect; some results filed as inactive show a strong effect at the top dose
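CellTiter-Glo luminescence gave cytotoxicity after 18 hours at 37 degrees C. The cells were HepG2 CAGA-GFP in 1% FBS DMEM, stimulated with 500 pg/mL TGF-beta after compound addition. %Activity was normalised to no-cell wells (complete cell-killing) and DMSO (no toxicity), and curves were fitted and classified.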
TGFb SMAD3 inh = inhibitors of TGF-b signaling; AID 588855; Potency, µM (series often up to 46.1 µM), for inactives: at the top dose activity, negative = inhibition, most hits filed as inhibitors; actives 1.2% (n = 410,000); HepG2 CAGA-GFP TGF-b/SMAD3 reporter, GFP fluorescence, 18 h; TGF-beta stimulated, 500 pg/mL final; note: potency is the fitted concentration of half-maximal effect; % is set by controls: 0 for no effect and ±100 for the full control effect; nearly all actives have a fitted effect of over 65% in size
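Using HEPG2 CAGA-GFP reporter cells at 1000 cells/well, we pinned test compounds, stimulated with recombinant TGF-beta (500 pg/mL final) and measured total well GFP after 18 h.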
ATXN2 expr inh = inhibitors of ATXN2 expression; HEK-293 ATXN2-luciferase reporter, luminescence, 24 h; Potency, µM (series often up to 57 µM), inactives show at the highest dose activity change, negative = inhibition, most hits filed as inhibitors; actives 0.72% (n = 360,000); note: potency is the fitted concentration of half-maximal effect; % is set by controls: 0 for no effect and ±100 for the full control effect; nearly all actives have a fitted effect of over 55% in size
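qHTS (up to 57 uM final) was run with 24 h compound exposure of reporter cells at 37 °C. Each well was multiplexed: SteadyGlo luminescence measured ATXN2-luciferase expression after a fluorogenic Gly-Phe-AFC viability readout (25 uM final).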
Nrf2 ARE act = Nrf2 pathway activation; AREc32 ARE-luciferase reporter (MCF7-derived line), luminescence, 24 h; actives 0.31% (n = 410,000); Potency, µM (series often up to 46.1 µM), for the others: at the top dose activation, most hits filed as activators; AID 624171; note: potency is the fitted concentration of half-maximal effect; % of control where 0% means no effect; nearly all actives have a fitted effect of over 65% in size
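Nrf2 activation is followed as ARE-luciferase induction in the AREc32 line after one day of compound treatment; luminescence is read with Steady-Glo.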
S2 tox = cell viability loss in ATXN counter-screen | S2 cells (HEK-293 line with an ATXN2-luciferase reporter) viability, CellTiter-Fluor protease fluorescence, 24 h | Potency, µM (titrated, usually from 56.7 µM), usual class: cytotoxic | actives 0.49% (n = 400,000) | AID 651635; note: potency is the fitted concentration of half-maximal effect; nearly all actives have a fitted effect of over 40% in size
MCF10A rerep = DNA re-replication induction in MCF 10a cells; MCF 10A DNA re-replication, Hoechst nuclear intensity, 48 h; actives 2.9% (n = 350,000); Potency, µM (series often up to 46.1 µM), for the others: at the highest dose activity, positive = re-replication, usual class: activators; note: potency is the fitted concentration of half-maximal effect; % of control where 0% means no effect; nearly all actives have a fitted effect of over 50% in size
Nrf2 inh = inhibitors of Nrf2 signaling. actives 2.1% (n = 360,000). Potency, µM (titrated, usually from 46 µM), for the others: at the top dose activity change, negative = inhibition, usual class: inhibitors. A549 ARE-Fluc reporter, luciferase luminescence, 18-24 h; note: potency is the fitted concentration of half-maximal effect; % is set by controls: 0 for no effect and ±100 for the full control effect; nearly all actives have a fitted effect of over 60% in size
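Reporter: ARE-Fluc in A549. Exposure: 18-24 h, 37 °C, 5% CO2, 5% FBS OPTI-MEM. Readouts: fluorescent cytotoxicity (CellTiter-Fluor), then luminescent Nrf2 signal after BugLite.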
The depositor's hits bear a star; i = inactive; ? = inconclusive; nt = no result given; [ ] = another dose, or the depositor's remark. Unless noted, calls come from the whole dose curve; as a rule, active = well fitted curve in the direction sought with a large enough effect; inconclusive = small, poorly fitted or top-dose-only effect, or another doubt; inactive = no such curve, though single readings can be large; an effect the other way counts as inactive or inconclusive.

SMILES | IL-1B inflam inh | A549 viability | HepG2 tox | TGFb SMAD3 inh | ATXN2 expr inh | Nrf2 ARE act | S2 tox | MCF10A rerep | Nrf2 inh
O=C(Nc1ccc2nc3n(c(=O)c2c1)CCCC3)c1cc([N+](=O)[O-])ccc1F | -105* | -26% | -60% | ? | 25µM* | -1.8% | nt | 15µM* | ?
O=C(Nc1cccc(Cl)c1)Nc1cccc(Cl)c1 | -21 | ? | -20% | -16% | 5% | 0.2% | i | ? | ?
COc1ccccc1CNC(=O)Cn1c(=O)nc(-c2ccccc2F)c2cc(Cl)ccc21 | nt | ? | 3% | 3% | nt | 0.4% | nt | nt | nt
O=C(O)C=C1CCN(c2ncc(C(F)(F)F)cc2Cl)CC1 | 5 | -4% | -6% | -9% | 5% | 1.4% | i | 18% | 8%
CN(C)c1ccc(N=Nc2ccc(S(=O)(=O)O)cc2)c2ccccc12 | 10 | -21% | -20% | ? | nt | -1.1% | nt | 1% | -4%
O=c1c2c(nc3cc(-c4ccc(F)cc4)[nH]n13)CCC2 | -5 | 3% | 6% | 0% | 1% | 0.7% | i | -1% | 26%
C=CCc1c(C)nc(-c2ccccc2)nc1N/N=C(\C)c1ccc(N)cc1 | 0 | 10% | -19% | -11% | 5% | 2.1% | i | -21% | 0%
COc1cc(Nc2cccc[n+]2C)cc(OC)c1OC | 8 | 1% | -4% | 25% | nt | -0.1% | ? | -10% | -10%
Cc1csc(NC(C)c2nc3cc(C(F)(F)F)ccc3n2CCCO)n1 (stereo not given) | -1 | 12% | -1% | -1% | 4% | -0.9% | i | 2% | 2%
O=C(O)Cn1cc(C(=O)c2cccs2)c2ccccc21 | 15 | 0% | -10% | 3% | 3% | 0.3% | i | 4% | nt
COc1ccc(CN2CCCC(C(=O)c3ccc(Cl)cc3)C2)cc1Cn1cccn1 (stereo not given) | -92* | -14% | -22% | ? | -11%[11.3 µM] | 3.7% | i | ? | -26%
NC(=O)C1CCN(C(=S)c2cccs2)CC1 | 20 | 9% | -14% | 0% | -4% | -0.7% | i | 2% | -1%
CCCNC(=O)COc1ncnc2sc(C)c(C)c12 | 10 | 6% | 4% | -1% | -2% | -0.2% | i | 5% | nt
CCOc1ccc(S(=O)(=O)NCCC(=O)NC2=NCCS2)cc1 | 25 | -5% | 6% | 3% | -5% | 0.2% | i | 5% | nt
CC(C)N1CCCC(C)(C(=O)Nc2cccc(Oc3ccccc3)c2)C1 (stereo not given) | -17 | nt | -29% | ? | -3% | 0.0% | i | nt | nt
O=C1C2CC=CCC2C(=O)N1CC(=O)N(Cc1ccccc1)C1CCS(=O)(=O)C1 (stereo not given) | 28 | 18% | -25% | -7% | 7% | 0.1% | i | 7% | 12%
CC(C)C(=O)Nc1ccc(NC(=O)c2ccccc2Cl)nc1 | -5 | -3% | 2% | -6% | 63%[activator] | -0.2% | i | 7% | ?
CCN(CC)CCOC(=O)c1ccc(Cl)cc1 | 6 | -1% | -1% | -4% | 5% | -0.7% | i | 6% | 4%
COC(=O)CCCC(=O)Nc1c(F)c(F)c(F)c(F)c1F | 5 | -1% | 2% | -11% | 1% | 0.2% | i | -1% | 11%
CCOC(=O)Cc1nnc(NC(=O)C(CC)Sc2nnc3c4ccccc4n(C)c3n2)s1 (stereo not given) | -3 | -8% | -29% | -22% | 2% | 0.2% | i | 7% | -14%
O=C(CSC(=S)N1CCSCC1)c1ccc(Cl)cc1 | ? | 4% | -8% | 0% | 37%[activator] | 0.4% | i | ? | 11%
c1cncc(-c2nc3c(ccc4ccccc43)[nH]2)c1 | ? | -2% | -23% | -12% | 25% | 6.4% | i | 1% | 12%
Cc1cc(NC(=O)CSc2nc3c(C)c(C)ccc3cc2C)no1 | 9 | -2% | -4% | 1% | -8% | 2.0% | i | -1% | -12%
O=c1[nH]c(-c2ccccn2)nc(C(F)(F)F)c1Br | 48 | -16% | -8% | -5% | -26% | 24% | ? | 18µM* | ?
CCOc1ccc(NC(=O)Cn2cc(C(=O)c3ccc(CC)cc3)c(=O)c3cc(C)ccc32)cc1 | nt | -9% | 0% | 2% | 15% | 0.0% | i | nt | -1%

Next structures.
SMILES | IL-1B inflam inh | A549 viability | HepG2 tox | TGFb SMAD3 inh | ATXN2 expr inh | Nrf2 ARE act | S2 tox | MCF10A rerep | Nrf2 inh
COC(=O)C1=CC(C(=O)c2cccs2)=NN(c2ccc(OC)cc2)C1C(=O)OC (stereo not given) | -69* | ? | -30% | -27% | -6% | 0.6% | i | ? | 8%
COc1ccc(-c2nc3ccc(C(=O)NCc4ccccc4)cc3nc2-c2ccc(OC)cc2)cc1 | nt | 18% | -3% | -3% | 0% | 1.0% | i | nt | nt
C=C(C)CN=C1NN=C(c2cc(C)n(-c3ccc(C)cc3)c2C)CS1 | 21 | -4% | -12% | 0% | 18% | 2.3% | ? | ? | 15%
CCCOc1ccc(C(=O)O)cc1 | -3 | -1% | 11% | 27% | 4% | -0.6% | i | -11% | -11%
NCCCCCc1cn(CC(=O)NCCCCCCCCCCC(=O)N2CCNCC2)nn1 | 20 | 6% | 5% | -4% | 6% | 0.1% | i | 12% | 2%
COCCNc1nc(NCCOC)c2sc(-c3ccccc3)cc2n1 | nt | nt | -29% | -2% | -17% | 4.9% | i | nt | nt
O=C(NCC1CCCO1)c1ccc(NC(=O)C2C3C=CC(C3)C2C(=O)O)cc1 (stereo not given) | 9 | -3% | -16% | -19% | 4% | -0.2% | i | -2% | -2%
CCc1ccc(OCC(=O)N(Cc2cccs2)C2CCS(=O)(=O)C2)cc1 (stereo not given) | -6 | 0% | 3% | 0% | -15% | 3.9% | ? | 9% | -11%
Cc1nc2c(OCCN3C(=O)c4ccccc4C3=O)cccn2c1N(C)C(=O)CCC1CCCC1 | 13 | nt | 3% | 0% | 9% | -0.2%[9.22 µM] | i | nt | nt
C[C@H]1CN(S(=O)(=O)C(C)(C)C)[C@H](CCO)/C1=C\c1ccccc1 | 31 | 2% | 1% | 14% | -4% | 0.5% | i | 24% | 8%
CCc1ccc(Sc2cc(C(=O)NCc3ccccc3OC)c3ccccc3n2)cc1 | nt | 11% | -23% | 0% | -9% | 0.6% | i | nt | nt
O=C(CNC(=O)c1ccc(Cl)cc1)c1ccc(Cl)cc1 | -20 | -9% | 6% | 5% | 19% | 0.4% | i | -3% | 11%
O=C(Cn1cnc2c(cnn2-c2ccccc2)c1=O)N1CCCc2ccccc21 | 16 | -4% | -12% | -6% | 4% | -0.9% | ? | 8% | -16%
N#CCCCn1c(O)c(N=NC(=O)C(O)c2ccccc2)c2ccccc21 (stereo not given) | -3 | 5% | -2% | 7% | -4% | 0.8% | i | 1% | 18%
O=C(NC1CCCCCC1)c1ccc(-n2cnnc2)cc1 | -5 | 3% | -1% | -2% | 12% | -0.2% | i | 10% | ?
O=C(N/N=C\c1ccc(OCC(=O)N2CCCC2)cc1)C(=O)Nc1ccccc1F | -7 | 4% | -8% | 13% | -19% | -0.7% | i | 7% | -16%
Cn1c(CO)cnc1SCc1ccccc1 | 9 | -3% | 0% | 4% | 12% | 0.2% | i | 5% | ?
CN(CC(=O)Nc1ccc(Cl)cc1)C(=O)CN1C(=O)C2CCCCC2C1=O (stereo not given) | -3 | nt | -3% | -5% | nt | -1.1% | i | nt | nt
CC(C)(C)c1cc(C(=O)Nc2cccc3ccccc23)ccn1 | -5 | -1% | -18% | 1% | -6% | 6.2% | i | 4% | ?
Cc1ccc(NC(=O)CN2C(=O)C3(SCC(=O)N3c3cccc(Cl)c3)c3ccccc32)cc1C (stereo not given) | nt | ? | -24% | -1% | 124%[activator] | 0.1% | i | nt | ?
Cc1cccc(CSC(Nc2ccc(F)cc2)=C(C#N)C#N)c1 | -18 | -27% | -28% | 5µM* | ? | 20% | i | 15µM* | 18µM*
Cc1ccc(NC(=O)N2CCCC2C(=O)NCc2ccc3c(c2)OCO3)cc1 (stereo not given) | 0 | -4% | 6% | ? | 18% | 2.9% | i | 9% | 4%
COC(=O)c1ccc2nc(-c3cccc(Cl)c3)c(Cc3cccc(Cl)c3)n2c1 | 6 | nt | nt | nt | 9% | 17% | i | nt | nt
O=c1cc(-c2ccccc2)ss1 | -15 | -5% | -4% | -4% | 21% | 5.9% | i | -20% | 1%

Fetched by compound from above (4):
SMILES | IL-1B inflam inh | A549 viability | HepG2 tox | TGFb SMAD3 inh | ATXN2 expr inh | Nrf2 ARE act | S2 tox | MCF10A rerep | Nrf2 inh
COc1ccc(-c2nc3ccc(C(=O)NCc4ccccc4)cc3nc2-c2ccc(OC)cc2)cc1 | nt | 18% | -3% | -3% | 0% | 1.0% | i | nt | nt
COCCNc1nc(NCCOC)c2sc(-c3ccccc3)cc2n1 | nt | nt | -29% | -2% | -17% | 4.9% | i | nt | nt
CC(C)(C)c1cc(C(=O)Nc2cccc3ccccc23)ccn1 | -5 | -1% | -18% | 1% | -6% | 6.2% | i | 4% | ?
O=C(NC1CCCCCC1)c1ccc(-n2cnnc2)cc1 | -5 | 3% | -1% | -2% | 12% | -0.2% | i | 10% | ?

One compound at a time (already shown):
`COC(=O)C1=CC(C(=O)c2cccs2)=NN(c2ccc(OC)cc2)C1C(=O)OC` (stereo not given) is entered as IL-1B inflam inh: -69*; A549 viability: ?; HepG2 tox: -30%; TGFb SMAD3 inh: -27%; ATXN2 expr inh: -6%; Nrf2 ARE act: 0.6%; S2 tox: i; MCF10A rerep: ?; Nrf2 inh: 8%
`Cc1nc2c(OCCN3C(=O)c4ccccc4C3=O)cccn2c1N(C)C(=O)CCC1CCCC1` is entered as IL-1B inflam inh: 13; A549 viability: nt; HepG2 tox: 3%; TGFb SMAD3 inh: 0%; ATXN2 expr inh: 9%; Nrf2 ARE act: -0.2%[9.22 µM]; S2 tox: i; MCF10A rerep: nt; Nrf2 inh: nt
